High-throughput results (PubChem)
WT yeast gro inh: growth inhibition of WT yeast, mitochondrial fusion screen | mitochondrial fusion phenotypic screen, WT strain | inhibition, % at 10 µM | 190,000 compounds, 2.1% hits; in the data active = inhibition above about 58%; tested in S. cerevisiae
AID2073: inhibitors of Mint1-CaV2.2 protein interaction, biochemical, HTRF (AID 2073); 290,000 compounds, 0.19% hits; inhibition, % at 20 µM, or IC50 in µM where a hit was titrated; HTRF protein-protein interaction, Mint1-CaV2.2; higher % means a stronger effect; in the data active = inhibition mostly above about 51%, no sharp cut-off; inconclusive = no clear call, values can overlap the other calls; inactive = mostly below about 53%; note: some results filed as inactive read as strong as hits
Autophagy HCS: autophagy modulation, high-content screen; MEF GFP-LC3 puncta imaging; test concentration mostly 10 µM; calls only at 10 µM (by protocol); 190,000 compounds, 0.98% hits; AID 463193;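 active = percentage of spot-positive cells more than 3 SD above its plate mean, without a fluorescence outlier flag or 80% toxicity; inconclusive = no clear call, values can overlap the other calls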;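 note: spot-positive cell cutoff set from DMSO-treated cells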
Dynein transport: dynein cargo transport inhibition; 3617.4 mouse cells, GR-EGFP nuclear translocation imaging; test concentration mostly 20 µM; stimulated with dexamethasone, 1 µM; active compounds read low; z-score, hits read low; 220,000 compounds, 0.47% hits;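 active = plate z-score of nuclear minus cytoplasmic receptor signal below a set negative limit, without overly bright fluorescence or cell loss, cut at about -3.5 in these data, passing the limit was not always enough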;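 note: z-score of nuclear minus cytoplasmic ring GR-EGFP intensity difference per well; some compounds called inactive have numbers as strong as hits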
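Schedule: 48 h induction, then 1 h compound, then 30 min agonist, 37 °C. Buffer or medium: tetracycline-free induction medium containing charcoal-stripped FBS. Reagent: 1.0 µM final dexamethasone stimulus. Evaluation: nuclear versus cytoplasmic GR-EGFP signal, averaged per well. Signal: high-content fluorescence imaging after fixation.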
HIV peptide binding: inhibitors of HIV fusion peptide binding, primary screen, biochemical, uHTS, fluorescence dequenching (AID 1986). cell-free peptide binding, fluorescence dequenching, 30 min; higher % means a stronger effect. inhibition, % at 20 µM, or IC50 in µM where a hit was titrated. 290,000 compounds, 0.3% hits; in the data active = inhibition mostly above about 52%, no sharp cut-off; inactive = mostly below about 76%; note: some results filed as inactive read as strong as hits
Yfh1-off respiration: mitochondrial function rescue without frataxin homolog – Friedreich's ataxia, plus single-dose screen, dose response (AID 1465); S. cerevisiae Yfh1-off respiration, WST-1 reduction, 72 h; higher fold induction means a stronger effect; one-dose fold induction at 50 µM; EC50 in µM for titrated hits; 220,000 compounds, 0.074% hits;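 active = fold induction of absorbance versus untreated yeast above a set limit, then at least 30% activation at any dose in follow-up; inconclusive = repeats straddling the limit, or above it without dose testing; inactive = fold induction below the set limit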;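 note: activators that raise dye reduction in frataxin-depleted yeast; strong numbers were not always called active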
Insulin prom up: MIN6 insulin promoter up-regulation. MIN6 insulin promoter-GFP reporter, high-content imaging; active compounds read high. 190,000 compounds, 0.3% hits. z-score at 5 µM;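 active = z-score above 3 at 5 µM with at least 500 cells counted in the well; inconclusive = wells under 500 cells, flagged as cytotoxic or low count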
MT stabilizer: microtubule stabilization, imaging screen; HeLa tubulin immunostaining HCS, 24 h; share of cells brighter than vehicle mean+2SD; % tubulin-high responders, % at 10 µM; 200,000 compounds, 0.83% hits; AID 2205;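 active = plate Z-score above 3 for both tubulin-high and condensed-nucleus cell shares, with cell loss under 80%, at 10 µM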;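 note: anti alpha tubulin signal scored within the nucleus-defined area of each cell; some results filed as inactive read as strong as hits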
bCat nuc transl: modulators of beta-catenin nuclear translocation. HeLa beta-catenin nuclear translocation, immunofluorescence imaging. nuclear translocation activity, % at 5 µM. 190,000 compounds, 0.3% hits. AID 1665;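 active = nuclear translocation activity above 50% at 5 µM, with a well cell count of 50 or more; inconclusive = wells under 50 cells across six images, flagged as toxic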;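 note: per-cell ratio of nuclear to cytoplasmic median beta-catenin stain intensity; plate controls were DMSO negative control for no effect and GSK-3 inhibitor IX positive control for full effect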
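Test system: human HeLa cells, endogenous beta-catenin. Times: 24 h compound exposure, 37°C. Measured by: beta-catenin immunofluorescence imaging with DAPI.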
WT yeast gro inh mutant strain: second read-out of WT yeast gro inh, no call of its own (marks repeat the call); inhibition, %; mitochondrial fusion phenotypic screen, mutant strain inhibition
Dynein transport cytoplasmic EGFP: recorded beside Dynein transport, whose call it bears; z-score; measured here: cytoplasmic GR-EGFP intensity; active compounds read high
Dynein transport nuclear GR-EGFP: also measured in Dynein transport; calls as there; z-score; measured here: nuclear GR-EGFP intensity;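 lower value marks the stronger effect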
Dynein transport cell count: further read-out of Dynein transport, marked with its call; z-score; measured here: cell count per field
Insulin prom up cell count: second read-out of Insulin prom up, no call of its own (marks repeat the call); cell count; measured here: cytotoxicity, nuclei count;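 total cells summed across four imaged fields per well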
bCat nuc transl cell count 5 µM: recorded beside bCat nuc transl, whose call it bears; cell count; measured here: cell count, cytotoxicity flag
MT stabilizer Hoechst-high %: further read-out of MT stabilizer, marked with its call; % Hoechst-high responders; measured here: nuclear condensation Hoechst responders;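 share of cells brighter than vehicle mean plus two SD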
MT stabilizer cytotoxicity %: recorded beside MT stabilizer, whose call it bears; toxicity, %; measured here: cytotoxicity by cell density;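 0% = mean cell density of plate MIN control wells and 100% = no cells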
Autophagy HCS cell loss 18 h: further read-out of Autophagy HCS, marked with its call; toxicity, %; measured here: cell loss, nuclei count;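 cell loss after 18 h compound exposure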
* marks the source's active call; other numbers are inactive results; i = inactive; ? = inconclusive; nt = no result given.

nr	Structure	WT yeast gro inh	WT yeast gro inh mutant strain	AID2073	Autophagy HCS	Autophagy HCS cell loss 18 h	Dynein transport	Dynein transport cytoplasmic EGFP	Dynein transport nuclear GR-EGFP	Dynein transport cell count	HIV peptide binding	Yfh1-off respiration	Insulin prom up	Insulin prom up cell count	MT stabilizer	MT stabilizer Hoechst-high %	MT stabilizer cytotoxicity %	bCat nuc transl	bCat nuc transl cell count 5 µM
1	O=C(O)CCN1C(=O)C2C3CC(C2C1=O)C1C(c2ccccc2)c2sc(=O)n(-c4ccccc4)c2SC31 (stereo not drawn)	-4.3	10.3	-14.0%	i	18.2	-0.208	-0.225	-0.075	0.477	5.7%	i	0.22	1109	2.8	1.8	1.9	1.3	1068
2	CN1CCN(c2cc(=O)n(C3CCCCC3)c(=O)[nH]2)CC1	17.5	9.1	-3.2%	i	16.6	2.82	0.0839	2.14	-1.5	-1.0%	i	-0.08	1889	4.8	2.7	3.6	-1.1	1025
3	O=C(Nc1ccccc1Cl)Oc1ccc2ccccc2c1	nt	nt	13.5%	nt	nt	-0.445	-0.85	-0.559	0.366	1.2%	i	-0.3	1089	nt	nt	nt	-1.3	1273
4	CC(=O)c1cc(C#N)c(SCc2ccc([N+](=O)[O-])cc2)nc1C	-0.4	4.3	-4.3%	i	-1.0	-0.53	0.0242	-0.373	1.17	0.9%	i	0.36	1439	2.6	1.0	9.1	-1.5	1527
5	O=S(=O)(c1cccc2ccccc12)n1nnc2ccccc21	-5.1	4.8	3.4%	i	25.3	2.13	0.528	1.71	-1.99	-2.3%	i	-1.1	864	1.7	1.0	9.6	-0.7	1153
6	Cn1ccnc1SCC(=O)Nc1ccc(F)c([N+](=O)[O-])c1	7.7	6.8	1.3%	i	20.6	-0.784	0.0123	-0.361	0.736	-2.1%	i	nt	nt	2.2	1.6	5.2	0.4	1092
7	Cc1ccsc1/C=N/NC(=O)Cn1nc(C)c([N+](=O)[O-])c1C	nt	nt	0.2%	nt	nt	0.214	-0.216	0.248	-0.131	-0.6%	i	-0.13	1488	nt	nt	nt	-0.1	1341
8	CC1CCCN(CCCOc2ccc([N+](=O)[O-])cc2)C1 (stereo not drawn)	20.4	28.7	-3.1%	i	19.5	-0.117	-0.254	0.0362	0.251	1.0%	i	-0.56	1262	2.1	1.5	0.6	1.4	501
9	C/C(=N/NC(=O)c1cc2ccccc2cc1O)C1C(=O)c2ccccc2C1=O	8.1	9.1	16.3%	i	-0.4	-0.87	-0.158	-0.25	0.192	0.0%	i	-1.38	949	1.3	1.5	6.5	nt	nt
10	O=C1/C(=C/c2cccnc2)SC(=S)N1c1ccccc1	-4.2	-6.4	2.6%	i	4.3	-0.267	-0.243	-0.0583	0.358	0.0%	i	0.24	1390	1.6	2.3	9.4	-3.1	1192
11	Cc1ccc(N(CC(=O)NC(C)(C)C)C(=O)CNC(=O)c2cccs2)c(C)c1	-13.0	-9.1	-2.9%	i	-8.6	0.918	-0.263	0.0631	0.272	0.2%	i	-0.16	1417	3.0	1.8	12.5	-0.1	1489
12	CCOC(=O)C(CO)(NC(C)=O)C(=O)OCC	12.2	13.6	16.4%	i	-15.3	-0.213	-0.323	0.0528	0.257	-0.7%	nt	-0.09	1043	4.1	3.9	10.2	-0.6	1161
13	C=CCOC(=O)C1=C[C@@H](C2CCCCC2)C[C@@H](OCc2ccc(CO)cc2)O1	18.2	1.5	12.4%	i	-6.3	0.842	0.188	0.781	-0.656	5.6%	i	-0.53	1489	3.3	1.2	4.2	-2.1	1171
14	Cc1ccc(-n2[nH]c(C)c(C=Nc3ccc(S(=O)(=O)Nc4nccs4)cc3)c2=O)c(C)c1	-11.7	-5.0	4.2%	i	1.9	0.76	-0.131	0.801	-0.767	0.0%	i	0.39	1465	2.5	2.9	6.6	1.1	1531
15	CCCCOC(=O)N/N=C/C=C/c1ccccc1	13.0	20.5	-13.4%	i	3.1	-0.564	-0.27	-0.00196	1.11	1.7%	i	-0.25	1551	3.5	1.9	13.4	-2.5	1162
16	O=C(CCCCn1c(=O)[nH]c2ccsc2c1=O)NCC1CCCO1 (stereo not drawn)	-4.0	-4.5	12.6%	i	12.5	-0.434	-0.222	0.15	0.686	0.9%	i	0.98	1254	3.1	1.2	0.2	-2.5	1131
17	COC(=O)c1cc(-c2ccc(Cl)cc2)n(-c2ccc(S(N)(=O)=O)cc2)n1	-1.3	14.9	?	i	-1.9	-0.478	-0.314	0.033	1.31	1.3%	i	-1.26	1018	6.7	3.1	9.4	3.7	956
18	CCOC(=O)C1(CC2CCCCO2)CCN(Cc2nc3ccccc3[nH]2)CC1 (stereo not drawn)	5.5	6.3	5.3%	i	7.4	-0.166	-0.15	0.0504	0.661	-0.9%	i	0.21	1363	2.8	1.6	3.9	-5.0	1019
19	O=C(Cn1cnc2ccccc2c1=O)N1CCN(Cc2ccccc2)CC1	8.8	20.1	5.3%	i	-0.1	0.155	-0.292	-0.00754	0.419	1.6%	i	nt	nt	1.6	2.2	7.4	nt	nt
20	COc1ccc(OCC(=O)Nn2c(-c3ccc(OC)cc3)nc3ccccc3c2=O)cc1	7.4	3.2	-0.4%	i	29.1	0.252	-0.252	0.125	0.791	0.0%	i	1.02	1319	1.8	1.0	2.0	-2.1	518
21	CCN(CC)c1nc(-c2ccccn2)nc(-c2ccccc2)c1C#N	79.6*	55.4*	4.9%	i	9.9	-1.15	-0.398	-0.656	2.01	-1.2%	i	-4.35	846	2.4	3.2	2.9	-2.1	1092
22	O=C(CSc1nnc(NC(=O)c2c(F)cccc2F)s1)Nc1ccc(F)cc1	-14.5	-0.4	8.0%	i	5.4	-0.135	-0.189	-0.383	0.442	3.6%	i	-0.25	1527	3.0	2.5	1.2	1.8	1517
23	COc1ccc(/C=C2\Oc3cc(OC(=O)N4CCOCC4)ccc3C2=O)c(OC)c1	nt	nt	4.0%	nt	nt	-0.0732	-0.0238	0.119	-0.374	29.0%	i	-0.25	1397	nt	nt	nt	-0.5	1237
24	COc1cc(C(=O)N2CCN(C(=O)Cc3ccccc3)CC2)cc(OC)c1OC	-5.0	-5.2	-7.6%	i	2.2	0.235	-0.307	0.493	-0.619	-0.6%	i	0.05	1103	4.8	2.4	6.2	-2.8	1185
25	CC(=O)C1=C(N2CCCCC2)CCC1=O	8.1	0.8	0.4%	i	4.2	-0.0247	-0.26	0.0499	0.13	-2.9%	i	nt	nt	1.7	1.4	6.3	nt	nt
26	CN(C(=O)COC(=O)c1ccc2c(c1)NC(=O)CS2)C1CCS(=O)(=O)C1 (stereo not drawn)	-29.8	-7.2	-15.1%	i	-27.1	-1.28	-0.154	-0.7	-0.036	-0.6%	i	nt	nt	2.3	1.5	7.1	nt	nt
27	OC(CNCc1ccc(Cl)c(Cl)c1)c1ccccc1 (stereo not drawn)	22.6	7.8	-8.7%	i	0.2	0.0149	-0.249	0.223	0.404	0.8%	i	1.48	1486	2.6	1.6	0.6	-2.0	1053
28	CC1(C)Cc2ccccc2C(/C(=N/O)C(N)=O)=N1	-10.9	-4.2	-1.2%	i	1.9	-1.06	-0.146	-0.221	1.11	0.0%	i	0.81	1376	6.2	1.4	5.5	-4.8	992
29	COc1ccc(C(=O)Nc2ccc(OC)c([N+](=O)[O-])c2)cc1Br	6.9	10.3	-9.9%	i	2.0	0.203	-0.223	0.000885	0.459	-0.4%	i	-0.79	1494	1.4	2.0	3.1	0.0	1530
30	O=C(NCC1CCCO1)C(=O)N/N=C/c1ccc(O)c(Cl)c1 (stereo not drawn)	nt	nt	2.6%	nt	nt	-0.0555	-0.234	-0.28	0.73	-1.1%	i	-0.28	1419	nt	nt	nt	1.1	1312

Arranged by number of heavy atoms (highest first): part of the list above.
nr	Structure	WT yeast gro inh	WT yeast gro inh mutant strain	AID2073	Autophagy HCS	Autophagy HCS cell loss 18 h	Dynein transport	Dynein transport cytoplasmic EGFP	Dynein transport nuclear GR-EGFP	Dynein transport cell count	HIV peptide binding	Yfh1-off respiration	Insulin prom up	Insulin prom up cell count	MT stabilizer	MT stabilizer Hoechst-high %	MT stabilizer cytotoxicity %	bCat nuc transl	bCat nuc transl cell count 5 µM
26	CN(C(=O)COC(=O)c1ccc2c(c1)NC(=O)CS2)C1CCS(=O)(=O)C1 (stereo not drawn)	-29.8	-7.2	-15.1%	i	-27.1	-1.28	-0.154	-0.7	-0.036	-0.6%	i	nt	nt	2.3	1.5	7.1	nt	nt
28	CC1(C)Cc2ccccc2C(/C(=N/O)C(N)=O)=N1	-10.9	-4.2	-1.2%	i	1.9	-1.06	-0.146	-0.221	1.11	0.0%	i	0.81	1376	6.2	1.4	5.5	-4.8	992
25	CC(=O)C1=C(N2CCCCC2)CCC1=O	8.1	0.8	0.4%	i	4.2	-0.0247	-0.26	0.0499	0.13	-2.9%	i	nt	nt	1.7	1.4	6.3	nt	nt
